Source: PubChem BioAssay
TRb SRC2 PPI: inhibitors of human thyroid hormone receptor beta-SRC2 interaction. TRbeta-SRC2 peptide binding, fluorescence polarization; receptor liganded with 1 µM T3. Potency, µM (series often up to 106 µM), for inactives: at the highest dose activity change, negative = inhibition, most hits filed as inhibitors. 280,000 tested, 0.065% active;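 note: plate controls were bound peptide for no effect and peptide without receptor for full effect; nearly all actives have a fitted effect of over 50% in size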
Target sequence (P10828 whole entry, looked up): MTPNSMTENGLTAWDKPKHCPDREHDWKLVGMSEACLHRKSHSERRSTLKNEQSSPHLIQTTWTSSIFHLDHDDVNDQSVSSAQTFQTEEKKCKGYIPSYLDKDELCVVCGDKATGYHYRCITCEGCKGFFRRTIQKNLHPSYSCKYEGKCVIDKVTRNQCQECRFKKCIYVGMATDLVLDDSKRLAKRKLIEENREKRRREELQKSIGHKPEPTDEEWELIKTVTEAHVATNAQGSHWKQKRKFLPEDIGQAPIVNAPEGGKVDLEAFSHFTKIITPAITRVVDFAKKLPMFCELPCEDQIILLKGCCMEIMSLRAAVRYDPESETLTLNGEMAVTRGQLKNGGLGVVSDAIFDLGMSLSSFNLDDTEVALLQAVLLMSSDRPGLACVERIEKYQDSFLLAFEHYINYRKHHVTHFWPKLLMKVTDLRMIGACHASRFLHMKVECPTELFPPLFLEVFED
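Binding of a 20-amino-acid Texas Red SRC2 peptide (20 nM) to TRb ligand-binding domain (0.6 uM) with agonist T3 at 1 uM was followed by fluorescence polarization after a 5 hr room-temperature incubation.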
Tau ThT inhib: tau fibrillization inhibition (ThT binding); Potency, µM (doses to about 57.4 µM), for inactives: at the top dose activity, negative = inhibition, hits mostly inhibitors; AID 1460; 270,000 tested, 2.1% active; recombinant tau K18 P301L, heparin-induced fibrillization, ThT fluorescence; P10636; note: % is set by controls: 0 for no effect and ±100 for the full control effect; nearly all actives have a fitted effect of over 55% in size
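Tau K18 P301L fragment (15 uM unlabeled plus 0.24 uM Alexa 594-labeled) in 100 mM sodium acetate pH 7 with compound, fibrillization induced by 20 uM heparin for 6 hr at 37 C. Thioflavin T (30 uM) added, fluorescence read after 1 hr (ex 450, em 510 nm).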
Tau fluor counter: counter-screen for tau fibril formation inhibitors; tau K18 P301L (four-repeat tau fragment) Alexa594 fluorescence, heparin fibrillization; Potency, µM (series often up to 57.7 µM), inactives show at the top dose activity change, negative = decrease; 280,000 tested, 0.93% active; AID 1463; note: % is set by controls: 0 for no effect and ±100 for the full control effect; nearly all actives have a fitted effect of over 55% in size
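Human K18 P301L tau (15 uM unlabeled plus 0.24 uM Alexa 594-labeled, final) in 100 mM sodium acetate pH 7 was mixed with compound and 20 uM heparin and incubated 6 hr at 37 C.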
Tau fibril FP: blocks human tau fibril formation measured by polarization; P10636; K18 P301L tau heparin fibrillization, Alexa594 FP, 6 h; Potency, µM (top dose mostly 57.7 µM), without a hit: at the top dose activity, negative = inhibition, actives largely listed as inhibitors; 280,000 tested, 0.39% active; note: % is set by controls: 0 for no effect and ±100 for the full control effect; nearly all actives have a fitted effect of over 55% in size
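Human K18 P301L fragment (15 uM unlabeled plus 0.24 uM Alexa 594-labeled) in 100 mM sodium acetate pH 7 with compound, aggregation induced by 20 uM heparin for 6 hr at 37 C. ThT (30 uM) added for 1 hr, then Alexa 594 FP read.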
RECQ1 inh: RECQ1 (human) helicase inhibition | RECQ1 DNA unwinding, red fluorescence kinetic read | Potency, µM (titrated, usually from 57.3 µM), without a hit: top-dose activity, negative = inhibition, actives largely listed as inhibitors | 240,000 tested, 0.54% active | P46063;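 note: plate controls were vehicle for no effect and no enzyme for full effect; nearly all actives have a fitted effect of over 30% in size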
Target sequence (P46063 whole entry, looked up): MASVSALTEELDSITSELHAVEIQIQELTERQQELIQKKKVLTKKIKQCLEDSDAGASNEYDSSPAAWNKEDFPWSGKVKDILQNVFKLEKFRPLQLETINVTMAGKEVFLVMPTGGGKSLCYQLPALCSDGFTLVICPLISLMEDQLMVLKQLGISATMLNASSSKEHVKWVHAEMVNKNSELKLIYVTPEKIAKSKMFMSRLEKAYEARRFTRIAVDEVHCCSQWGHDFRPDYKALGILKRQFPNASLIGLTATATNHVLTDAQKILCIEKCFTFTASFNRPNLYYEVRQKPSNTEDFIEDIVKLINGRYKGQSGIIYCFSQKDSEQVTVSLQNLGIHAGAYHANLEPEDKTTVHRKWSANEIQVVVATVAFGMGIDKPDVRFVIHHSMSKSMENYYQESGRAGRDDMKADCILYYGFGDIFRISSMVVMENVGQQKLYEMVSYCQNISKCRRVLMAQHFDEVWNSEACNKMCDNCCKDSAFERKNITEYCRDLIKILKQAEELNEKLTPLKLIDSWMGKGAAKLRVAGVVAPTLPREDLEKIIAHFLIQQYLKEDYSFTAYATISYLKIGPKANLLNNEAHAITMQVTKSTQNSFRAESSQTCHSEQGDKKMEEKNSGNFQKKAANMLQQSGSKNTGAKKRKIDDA
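RECQ1T1 50 nM; forked duplex (20 bp + 30-nt ss tails) 200 nM, ATP 2 mM final; pH 8.0, 2 mM MgCl2, 2.5 ug/ml poly(dI-dC); 15 min compound preincubation; discontinuous kinetic read over 2 h at RT.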
HTT cytoprotect: protects HTT-Q103 PC12 cells, measured by ATP | PC12 HTT-Q103 induced, cytoprotection, ATP luminescence, 40 h | Potency, µM (top dose mostly 56.4 µM), without a hit: cytoprotection (ATP increase), usual class: activators | 230,000 tested, 0.14% active;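 note: % of control where 0% means no effect; nearly all actives have a fitted effect of over 45% in size; toxic huntingtin expression switched on by the ecdysone agonist tebufenozide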
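PC12 cells stably carrying ecdysone-inducible Htt exon 1 (Q103)–GFP were induced with 100 nM tebufenozide (final) alongside library compounds in a dose series. Cytoprotection was scored as retained ATP by ATPlite luminescence.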
L3MBTL1 block: inhibitors of human L3MBTL1; Q9Y468; AlphaScreen L3MBTL1–H3K9me1 peptide binding; Potency, µM (doses to about 57.1 µM), for inactives: top-dose activity, negative = inhibition, actives largely listed as inhibitors; 230,000 tested, 0.66% active; AID 485360; note: % is set by controls: 0 for no effect and ±100 for the full control effect; nearly all actives have a fitted effect of over 60% in size
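Read-out is AlphaScreen signal from streptavidin donor and nickel chelate acceptor beads (10 ug/mL final each) bridging L3MBTL1 (50 nM) and biotinylated K9-monomethylated H3(1-15) peptide (75 nM), after 30 min compound exposure at room temperature.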
TexasRed fluor: Texas Red fluorescence interference in TRb-SRC2 counter-screen. TRb/SRC2 Texas Red total fluorescence interference. Potency, µM (top dose mostly 106 µM), for the others: at the highest dose fluorescence change, negative = quenching. 280,000 tested, 0.29% active. AID 1479; active = well fitted curve in either direction with a large enough effect; inconclusive = small, poorly fitted or top-dose-only effect; note: % is set by controls: 0 for no effect and ±100 for the full control effect
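Flags fluorescent or light-absorbing compounds by total fluorescence, S + 2P, at 555 nm excitation and 632 nm emission. Mixture: 20 nM Texas Red SRC2 peptide, 0.6 uM human TRb LBD, 1 uM T3, 5% DMSO; compound exposure 5 h at ambient temperature.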
An asterisk follows results filed as active; i = inactive; ? = inconclusive; / = not tested or not shown; & = joins results of further samples; [ ] = remark or other dose. Unless noted, calls come from the whole dose curve; as a rule, active = well fitted curve in the direction sought with a large enough effect; inconclusive = small, poorly fitted or top-dose-only effect, or another doubt; inactive = no such curve, though single readings can be large; an effect the other way counts as inactive or inconclusive. Potency is the fitted concentration of half-maximal effect.

SMILES	TRb SRC2 PPI	Tau ThT inhib	Tau fluor counter	Tau fibril FP	RECQ1 inh	HTT cytoprotect	L3MBTL1 block	TexasRed fluor
CSc1cccc(CN2CCN(Cc3ccc(F)c(F)c3)C(CCO)C2)c1 (centres undefined)	-6%	-3%	-9%	1%	-19%	10%[10 µM]	-12%	-1%
Cc1nnc(SCCN2CCOCC2)c2nn(-c3ccccc3F)c(C)c12	3%	-16%	-5%	-7%	i	18%[10 µM]	4%	0%
Brc1ccc(-c2ccc(/C=N/Nc3nncc(-c4ccccc4)n3)o2)cc1	1%	2µM*	-16%	11%	-5%	28%	/	3%
Nn1c(SCC(=O)Nc2ccc3c(c2)OCO3)nnc1C1CCCCC1	3%	0%	-3%	3%	-1%	-6%	/	0%
CC(=O)Nc1cccc(-c2csc(NCc3ccco3)n2)c1	-3%	?	?	8%	i	-12%	/	3%
CNC(=O)/C(C#N)=C/c1ccc(-c2nc3ccccc3s2)o1	-1%	?	-17%	-16%	-3%	6%[10 µM]	0%	-8%
COc1cccc(CNCCSc2nnnn2C)c1OCc1ccc(Cl)cc1Cl	-2%	-12%	-16%	3%	/	/	/	1%
Cc1nc(C(=O)NCC(=O)c2ccc(Cl)cc2)c(C(F)(F)F)o1	3%	-17%	-15%	-9%	-4%	15%[10 µM]	2%	0%
O=C(CSc1ccsc1[N+](=O)[O-])NC1CCCC1	3%	-15%	-12%	4%	-5%	-11%	/	-3%
Cc1cc(/C=C2/NC(=O)N(c3ccccc3)C2=O)c(C)n1-c1cccnc1	1%	?	-17%	-1%	-7%	/	-3%	0%
CC1CN(C(=O)c2cc3cc(Cl)cc(Cl)c3oc2=O)CC(C)O1 (centres undefined)	-8%	4%	0%	2%	-4%	7%[10 µM]	6%	-3%
CC12C(=O)N(n3cnnc3)C(=O)C1C1C=CC2C1 (centres undefined)	0%	-3%	-5%	3%	-8%	0%	/	-3%
COCCCNc1nc(NCc2ccc(C)cc2)c2cnn(C)c2n1	3%	-3%	-12%	2%	/	/	/	-1%
Cc1ccc(S(=O)(=O)N2CCCC2C(=O)Nc2nccs2)cc1 (centres undefined)	-1%	-3%	3%	-2%	-8%	6%	2%	-4%
CC(C)NS(=O)(=O)c1ccc(OCC(=O)NCc2ccco2)cc1	-7%	-4%	-3%	1%	i	/	-6%	-3%
O=C(CSc1ncccn1)NC(=O)c1ccccc1	-5%	11%	13%	3%	3%	-28%	/	0%
O=C(O)CSCCc1ccccn1	1%	10%	9%	6%	1%	-8%	12%	-1%
COc1ccc(-c2cc(=O)c3cc(F)ccc3[nH]2)cc1	2%&-1%	-12%[81.4 µM]	-4%[81.3 µM]	0%[81.3 µM]	-3%[81.1 µM]	10%[96.6 µM]	5%	0%&0%
COc1ccccc1N1CCN(C(=O)C2CCN(S(=O)(=O)Cc3ccccc3)CC2)CC1	6%	-16%	-11%	-5%	/	/	/	-1%
Cn1c(N/N=C2\CCCc3ccccc32)nc2c1c(=O)n(Cc1ccc(F)cc1)c(=O)n2C	10%	?	?	17%	2%	-15%[10 µM]	3%	1%

Reformatted: entries from further up
mol: Cc1ccc(S(=O)(=O)N2CCCC2C(=O)Nc2nccs2)cc1 (centres undefined)
- TRb SRC2 PPI: -1%
- Tau ThT inhib: -3%
- Tau fluor counter: 3%
- Tau fibril FP: -2%
- RECQ1 inh: -8%
- HTT cytoprotect: 6%
- L3MBTL1 block: 2%
- TexasRed fluor: -4%
mol: CC(C)NS(=O)(=O)c1ccc(OCC(=O)NCc2ccco2)cc1
- TRb SRC2 PPI: -7%
- Tau ThT inhib: -4%
- Tau fluor counter: -3%
- Tau fibril FP: 1%
- RECQ1 inh: i
- HTT cytoprotect: /
- L3MBTL1 block: -6%
- TexasRed fluor: -3%
mol: O=C(CSc1ncccn1)NC(=O)c1ccccc1
- TRb SRC2 PPI: -5%
- Tau ThT inhib: 11%
- Tau fluor counter: 13%
- Tau fibril FP: 3%
- RECQ1 inh: 3%
- HTT cytoprotect: -28%
- L3MBTL1 block: /
- TexasRed fluor: 0%
mol: O=C(O)CSCCc1ccccn1
- TRb SRC2 PPI: 1%
- Tau ThT inhib: 10%
- Tau fluor counter: 9%
- Tau fibril FP: 6%
- RECQ1 inh: 1%
- HTT cytoprotect: -8%
- L3MBTL1 block: 12%
- TexasRed fluor: -1%

Additional entries follow:
SMILES	TRb SRC2 PPI	Tau ThT inhib	Tau fluor counter	Tau fibril FP	RECQ1 inh	HTT cytoprotect	L3MBTL1 block	TexasRed fluor
CCOC(=O)CC1C(=O)NCCN1C(=O)c1cc2c(=O)n3cccc(C)c3nc2s1 (centres undefined)	-3%	-4%	-5%	-3%	-6%	-17%	/	-2%
Cc1cccc2c(=O)c(C(=O)N3CCCCCC3)c[nH]c12	6%	-6%	-10%	-8%	2%	-17%	-3%	-5%
CCOC(=O)N/N=C1/C[C@@H](O)[C@@H](O)[C@@H]2[C@@H]3C(=O)N(C(C)(C)C)C(=O)[C@H]3CC[C@@H]12	2%[11.2 µM]	-9%[11.5 µM]	-10%[11.6 µM]	-2%[11.6 µM]	i[11.5 µM]	4%[10 µM]	/	1%[11.2 µM]
CCCCC[C@H](O)/C=C/C=C\C/C=C\CCCCC(=O)O	0%	-9%	-11%	-3%	-2%	/	/	0%
CC(=O)OC(C(=O)NC1CCCCC1)c1cccc(F)c1 (centres undefined)	-3%	-13%	-10%	2%	i	2%[10 µM]	-4%	0%
Cc1ccnc(SCc2cn3c(C)cc(C)nc3n2)n1	-4%	1%	-1%	-4%	i	-10%	8%	0%
COc1cccc(C2=CC(c3ccccc3)n3nnnc3N2)c1 (centres undefined)	7%	-15%	-23%	-3%	3%	-46%[inhibitor]	25%	-4%
O=C(Nc1ccccc1)c1ccc(N2CCN(c3ccccc3)CC2)c(S(=O)(=O)N2CCOCC2)c1	5%	-14%	?	-3%	-8%	-25%	/	-1%
O=C(c1cnn2c(C(F)F)cc(-c3ccccc3)nc12)N1CCCCC1c1cccnc1 (centres undefined)	1%	/	-2%[0.0958 µM]	3%[0.0958 µM]	-8%	3%[10 µM]	/	1%
COc1ccc(-c2ccc(C#N)c(SCC(=O)NCc3ccco3)n2)cc1OC	-1%	/	-24%	-9%	-13%	10%[10 µM]	/	-3%
O=C(Nc1ccc(Cl)c(Cl)c1)Nc1cc(S(=O)(=O)N2CCOCC2)ccc1N1CCCC1	-6%	5%	7.9µM*[quencher]	?	?	-2%[10 µM]	-13%	0%
Cc1cc(C)cc(NC(=O)CCCn2c3ccccc3c(=O)c3ccccc32)c1	6%	?	?	-8%	/	/	/	5%
Cc1cc(C)n(C/C=C/Cn2nc(C)cc2C)n1	-1%	-2%	-4%	-3%	-5%	4%	/	-1%
COc1cc2c(C#N)c(N3CCCCC3)nc(N)c2c(N)n1	2%	?	?	9%	-3%	-32%	-3%	0%
CCOC(=O)c1nc(Nc2ccc(C(=O)OC(C)C)cc2)c2ccccc2n1	4%	2%	?	?	/	/	/	1%
CNc1nc(N2CCc3ccccc32)ncc1F	-1%	?	-21%	6%	-9%	-56%[inhibitor]	-5%	-1%
CCC1S/C(=C(\C#N)C(=O)NCc2ccco2)N(c2ccc(Br)cc2)C1=O (centres undefined)	-1%	?	-13%	1%	i	-15%[0.074 µM]	/	1%
CC(=O)Nc1ccc(O)cc1[N+](=O)[O-]	1%	-17%	-8%	5%	i	9%[10 µM]	11%	-1%
COC(=O)C(C)C1Sc2ccccc2NC1=O (centres undefined)	-25%	1%	8%	-3%	-8%	4%[10 µM]	-3%	1%
COc1cccc(OCC(O)CN2CC(C)CC(C)C2)c1 (centres undefined)	3%	6%	-3%	-4%	-11%	-13%	-6%	1%

Overlap with the part before: 2 compounds, then new ones.
SMILES	TRb SRC2 PPI	Tau ThT inhib	Tau fluor counter	Tau fibril FP	RECQ1 inh	HTT cytoprotect	L3MBTL1 block	TexasRed fluor
COC(=O)C(C)C1Sc2ccccc2NC1=O (centres undefined)	-25%	1%	8%	-3%	-8%	4%[10 µM]	-3%	1%
COc1cccc(OCC(O)CN2CC(C)CC(C)C2)c1 (centres undefined)	3%	6%	-3%	-4%	-11%	-13%	-6%	1%
O=C(NC(c1ccccc1)c1ccccc1)C1CCCO1 (centres undefined)	-1%	-11%	-16%	-4%	-18%	-25%	/	-1%
Cc1cccc(C(=O)OCC(=O)Nc2nccs2)c1	-14%[53 µM]	-4%	-5%	-2%	i	0%	-3%	2%[53 µM]
COc1ccc(N2CCN(C3CC(=O)N(Cc4ccc(N5CCCC5=O)cc4)C3=O)CC2)cc1 (centres undefined)	-14%	-5%	-3%	5%	-7%	7%	0%	-1%
Cc1ccc(CC(=O)Nc2ncc([N+](=O)[O-])s2)cc1	-5%	-15%	-20%	7%	i	/	-7%	-7%
O=c1cc[nH]c2ccc(OC(F)(F)F)cc12	0%	-8%	-10%	-13%	0%	26%[10 µM]	1%	-5%
O=C(O)/C=C/c1cn(Cc2ccccc2)nc1-c1ccc(Cl)cc1	0%	-2%	-7%	3%	-3%	-26%	-10%	4%
CC(=O)c1nc(N2C(=O)CC(Cc3ccccc3)C2=O)sc1C (centres undefined)	9%	0%	-1%	1%	7%	-19%[10 µM]	-2%	-1%
COc1ccccc1-c1nc(SCC(=O)O)n[nH]1	0%	-6%	0%	6%	-2%	12%[1.9 µM]	12%	2%
CCCCN(CCCNC(=O)c1cc(Nc2ccccc2OC)nc2ccccc12)c1ccccc1	4%	-12%	?	6%	/	/	/	-1%
CC12CN3CCN(CC(C3)/C1=N\NC(=O)c1ccccc1N)C2	-1%	-17%	-16%	-1%	-2%	17%[10 µM]	-3%	-3%
O=C(Cn1c(-c2ccccc2)noc1=O)N1CCC(Cc2ccccc2)CC1	6%[53 µM]	-8%	-13%	8%	i	6%[10 µM]	-5%	1%[53 µM]

Not all compounds are listed, so the mix of outcomes need not match the whole.
